Cav3 T inh: human Cav3.2 channel inhibition, primary screen | O95180 | Cav3.2-expressing cells, Fluo-4 calcium fluorescence FDSS; stronger effect = lower value | B-score at 10 µM | hit rate 4% among 100,000;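 active = single-dose well whose peak fluorescence ratio is a statistical outlier from its plate by either plate-standardised score or position-corrected B-score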
An asterisk follows results filed as active; & = joins results of further samples.

SMILES | Cav3 T inh
COCCNC(=O)CCn1c(=O)oc2ccccc21 | 0.463
O=C(Nc1nc(=O)n(C(=O)C2CC2)s1)c1ccccc1 | 0.0307
O=C(c1ccc2c(=O)n(-c3ccccc3)c(=O)[nH]c2c1)N1CCCCC1 | 0.626
COc1ccc(S(=O)(=O)NCC(=O)N(CC(=O)NCC2CCCO2)c2cc(C)ccc2C)cc1 (stereo not given) | -0.277
CC(=O)Nc1ccc(NC(=O)c2ccco2)cc1 | 0.0944
COc1ccc(N2CC(C)Cn3c2nc2c3c(=O)n(Cc3ccc(F)cc3)c(=O)n2C)c(OC)c1 (stereo not given) | -4.67*
COc1cccc(CNCCSc2nnnn2C)c1 | 0.953
CCOc1ccc2nc(NC(=O)CSc3nc4cccnc4n3C)sc2c1 | -0.0311
CCCCN(c1ccccc1)c1ncnc2nc[nH]c12 | -1.08
CC1(C)CC(=O)c2cnc(NC(=O)C3CCCC3)nc2C1 | 0.958
Cc1csc(CCc2nc(C)cs2)n1 | 0.0769
O=C(Nc1ccc2c(c1)OCCO2)c1ccc(Br)o1 | -1.28
CC1C(c2ccccc2)N(C)C(c2ccccc2)CC1(O)c1ccccc1 (stereo not given) | -6.79*
COC(=O)c1ccccc1NC(=O)CSc1nc(N)cc(N)n1 | 1.05
O=C(c1ccccn1)N(Cc1ccco1)C1(C(=O)NC2CCCCC2)CCCCC1 | -3.23
CCOc1ccccc1OCC(=O)Nc1ccc(S(=O)(=O)Nc2ncccn2)cc1 | 0.384
O=C(O)C1CCC(=O)N(C2CC2)C1c1ccccc1 (stereo not given) | 0.284
CCOc1cc(/C=N/O)cc(Br)c1OCC | -1.85
Cc1cc(C)cc(-n2nnc(C(=O)NCc3ccc4c(c3)OCO4)c2N)c1 | -5.45*
COc1cc(CNn2c(C)n[nH]c2=S)cc(Cl)c1OCc1ccccc1 | -1.78

Of the compounds above, these have two or more sulfur atoms:
SMILES | Cav3 T inh
CCOc1ccc2nc(NC(=O)CSc3nc4cccnc4n3C)sc2c1 | -0.0311
Cc1csc(CCc2nc(C)cs2)n1 | 0.0769

Carrying on:
SMILES | Cav3 T inh
C#CCn1c(=NC(=O)CN2C(=O)CCC2=O)sc2cccc(C)c21 | 0.437
O=C(Nc1ccccc1)NC1CC2CCC(C1)N2Cc1nnnn1Cc1ccc2c(c1)OCO2 (stereo not given) | -1.41
O=C(NC(CO)(CO)CO)c1coc(=O)c(Br)c1 | 0.984
N/C(=N\OC(=O)c1ccco1)c1ccc(Br)cc1 | 0.82
O=C(NC(=S)Nc1cccc(Cl)c1N1CCCCC1)c1ccco1 | -0.3
Cc1ccc(CSc2nc3ncccc3[nH]2)cc1 | 0.0409
CCCCc1nnc(NC(=O)CC(=O)Nc2ccccc2C(=O)O)s1 | -0.574
Cc1cccc(NC(=O)Nc2cccc(F)c2)n1 | -0.311
CC(C)(C)OC(=O)CNC(=O)c1[nH]cnc1C(=O)Nc1ccc(CNC(=O)OC(C)(C)C)cc1 | -1.67
COCCn1cc(C(=O)N2CCN(C)CC2)c2c3ccccc3n(C)c2c1=O | 1.14
O=S(=O)(c1ccc(F)cc1)N1CCN(CC(O)COCc2cccs2)CC1 (stereo not given) | 0.696
CC1(C)CC(=O)C2=C(C1)OC(N)=C(C#N)C21C(=O)N2CCCc3cccc1c32 (stereo not given) | 0.0497
CC(C)c1ccc(-c2c(C#N)c(N)nc3c2CCCCC3)cc1 | 0.0738
Cc1cccc(OCC(=O)NC(=S)N2CCCc3ccccc32)c1 | -3.47
CCOC(=O)C1=C(C)NC(=O)NC1C (stereo not given) | 0.255
CC12CCC(=O)N1c1c(sc3nc(N4CCOCC4)c4c(c13)CCCC4)C(=O)N2 (stereo not given) | 2.2
O=C(Nc1cccc(-c2nc3ccccc3[nH]2)c1)c1cccc(NC(=O)c2ccco2)c1 | -0.899
CCCc1cc(C(=O)NNC(=S)NC(C)c2ccccc2)cs1 (stereo not given) | -2.79
CC(=O)OC1CC(C)N(C(=O)c2ccccc2)c2ccc(C)cc21 (stereo not given) | 0.113
C=CCSc1nc2nc(C)cc(C)n2n1 | -0.0574
O=C(CN1CCN(c2cccc(Cl)c2)CC1)N1CCCC1 | 0.233
CCOC(=O)c1cnc(Nc2ccc(OCC)cc2)nc1C | -1.12
CC1(C)CC(=O)C2=C(C1)NC(Nc1nc3ccccc3o1)=NC21CCCC1 | -2.49
COc1ccc(NC(=O)CSc2nnc(Cn3nnc4ccccc43)n2C)cc1 | -0.0938
CCn1c(SCC(=O)Nc2ccccc2OC)nnc1-c1cnccn1 | 1.16
CC(=O)C1=C(O)C(=O)N(Cc2ccccc2)C1c1ccco1 (stereo not given) | 0.446
c1ccc(N2CCOCC2)c(Nc2nc3ccccc3n3cnnc23)c1 | 0.53
CCCNc1nc2c(c(=O)[nH]c(=O)n2C)n1CCc1ccccc1 | -0.233
Nn1c(SCC(=O)Nc2ccc3c(c2)OCO3)nnc1C1CC1 | -0.115
O=C(COC(=O)c1cc(-c2ccc(Cl)s2)nc2ccccc12)NCc1ccco1 | 0.522
COC(C[C@@H]1O[C@@H]1[C@@H](O)COCc1ccccc1)OC | -2.93
CCc1cc(/C(Cc2ccccn2)=N\O)c(O)cc1O | -1.52
CCOCCCNC(=O)c1c(-c2ccccc2)noc1C | -0.0988
CCCCCN1CC(O)=C(c2nc(-c3ccc(Cl)cc3)cs2)C1=N | 0.213
O=C(/C=C/c1ccccc1)N1CCCN(C(=O)/C=C/c2ccccc2)CC1 | 0.908
CCOC(=O)CCC(=O)Nc1ccccc1C(N)=O | 0.00965
Cc1ccc2oc3c(c(=O)c2c1)C(c1cccc(Cl)c1)N(CCCN1CCOCC1)C3=O (stereo not given) | 0.239
COc1ccccc1N(CC(=O)Nc1ccc(F)c(F)c1)S(C)(=O)=O | 0.0857
N#Cc1nc(Cc2cccc3ccccc23)oc1NCc1ccc2c(c1)OCO2 | -7.29*
Cc1ccc(OCC(=O)Nc2ccc3c(c2)nc(CCN2CCOCC2)n3C)cc1 | -0.177
Nc1c(C(=O)NCc2ccc3c(c2)OCO3)nnn1-c1ccc(OC(F)(F)F)cc1 | -1.1
C=CCOC(=O)C1=C[C@@H](C2CCCCC2)C[C@@H](OCc2ccc(CO)cc2)O1 | -2.62
Cc1cccc(C)c1Nc1nnc(SCc2cc([N+](=O)[O-])cc3c2OCOC3)s1 | -2.08
Cc1ccc2c(CSc3nc4nc(C)cc(C)n4n3)cc(=O)oc2c1 | 2.41
CCOc1ccc(N(CC(=O)NCc2cccs2)S(=O)(=O)c2c(C)noc2C)cc1 | -2.08
O=C(CN1CCN(Cc2ccccc2Cl)C1=O)NC1CCCCCCC1 | -3.64
CCOC(=O)C1=C(Cc2ccc(F)cc2)C(=O)c2ccccc2C1=O | -2.46
NC(=O)C1CCN(C(=O)c2cc3n(n2)C(C(F)(F)F)CC(c2ccco2)N3)CC1 (stereo not given) | 0.454
O=C(NCC(=O)N(c1ccc(F)cc1)C(C(=O)NCC1CCCO1)c1ccccc1)c1ccco1 (stereo not given) | 0.574
O=C(O)c1c(NC(=O)c2cccc3ccccc23)sc2c1CCC2 | -0.2
COc1ccc(N2CCN(Cc3nc4c(c(=O)[nH]c(=O)n4C)n3CC(C)=O)CC2)cc1 | 1.06
Cc1ccc(/C(O)=C/C(=O)C(=O)NNC(=O)C(O)(c2ccccc2)c2ccccc2)cc1 | -3.02
CCN(CC(=O)NCc1ccc(F)cc1)CC(O)COCc1cccc(OC)c1 (stereo not given) | -0.0616
CC(C)C(c1nnnn1Cc1cccs1)N1CCN(c2ccccc2)CC1 (stereo not given) | -0.576
N=c1n(Cc2ccccc2)c2ccccc2n1CC(O)COc1ccccc1 (stereo not given) | -4.93*
Cn1nc(C(=O)Nc2ccc(S(=O)(=O)N3CCCCC3)cc2)ccc1=O | -0.469
CC1(C)CC(=O)C(C=NCc2ccc3c(c2)OCO3)=C(O)C1 | -0.988
Nc1cc(=O)[nH]c(SCC(=O)N2CCCc3ccccc32)n1 | -0.13
CCCCn1nnc(NC(=O)COc2ccc(Cl)c(C)c2)n1 | -2.43
COCCCNC(=O)c1cn(Cc2c(F)cccc2Cl)nn1 | 0.476

Taken from above, 6 compounds:
SMILES | Cav3 T inh
Nc1c(C(=O)NCc2ccc3c(c2)OCO3)nnn1-c1ccc(OC(F)(F)F)cc1 | -1.1
C=CCOC(=O)C1=C[C@@H](C2CCCCC2)C[C@@H](OCc2ccc(CO)cc2)O1 | -2.62
Cc1cccc(C)c1Nc1nnc(SCc2cc([N+](=O)[O-])cc3c2OCOC3)s1 | -2.08
Cc1ccc2c(CSc3nc4nc(C)cc(C)n4n3)cc(=O)oc2c1 | 2.41
CCOc1ccc(N(CC(=O)NCc2cccs2)S(=O)(=O)c2c(C)noc2C)cc1 | -2.08
O=C(CN1CCN(Cc2ccccc2Cl)C1=O)NC1CCCCCCC1 | -3.64

More results.
SMILES | Cav3 T inh
CCOc1ccc(S(=O)(=O)n2ccc(C)n2)c2ccccc12 | 0.0413
CCn1c(SCC(=O)Nc2nnc(C)s2)nc2c(c1=O)SC(C)C2 (stereo not given) | -0.00997
CC(=O)Nc1ccc(S(=O)(=O)N2CCN(c3cccc(C)c3C)CC2)cc1 | -1.16
Cc1cc(C(=O)OCC(=O)N2CCN(c3ccccc3)CC2)c2ccccc2n1 | -0.026
Cc1ccc(C2/C(=C(/O)c3ccc(Br)cc3)C(=O)C(=O)N2Cc2ccco2)o1 (stereo not given) | -3.72
CCC(=Nc1ccc(N)cc1)C1=C(O)C(C(=O)OC)C(C)(C)CC1=O (stereo not given) | 0.0104
Cc1cccc2sc(NC(=O)CNS(=O)(=O)c3ccc(Br)s3)nc12 | 0.246
O=C(OCCN1CCOCC1)c1ccc2c(c1)OCCO2 | 0.0958
CC1(C)Cc2cccc(OCC(=O)O)c2O1 | -0.0165
CCCCCCCC(=O)NC(Nc1ccc(S(N)(=O)=O)cc1)C(Cl)(Cl)Cl (stereo not given) | -4.45
Cc1cc(/C=C2\SC(=Nc3ccc(F)cc3)NC2=O)c(C)n1-c1ccc(S(N)(=O)=O)cc1 | -1.05
COc1ccc(C2C(C(C)=O)=C(O)C(=O)N2CCc2c[nH]c3ccccc23)cc1OC (stereo not given) | 1.16
COC(=O)c1cc(OC)c(OC)cc1N | -0.031
COc1ccc(CNC(=O)c2cccc(-c3ccc(C)c4ccccc34)n2)cc1 | -0.585
CCCCOc1ccc(C2OC34CCCCC3C(C#N)(C#N)C2(C#N)C(=N)O4)cc1 (stereo not given) | 0.819
Cc1onc(-c2ccccc2)c1-c1n[nH]c(=S)n1-c1ccccc1Cl | -0.281
CC(=O)NC(N1CCCCC1)C(F)(F)C(F)(F)C(F)(F)C(F)F (stereo not given) | -1.28
CCOc1ccc(C(Nc2ccc(C)cc2)P2(=O)OCC(C)(C)CO2)cc1 (stereo not given) | -0.451
COc1cccc(-c2csc3nnc(SCC(=O)NCc4cccs4)n23)c1 | 0.0196
Cc1cccc(C)c1NC(=O)CSc1nc(C)c(CC(=O)c2ccc(Br)cc2)c(C)c1C#N | 0.286

5 entries already listed, ordered by their value in Cav3 T inh, rising.
SMILES | Cav3 T inh
Cc1ccc(C2/C(=C(/O)c3ccc(Br)cc3)C(=O)C(=O)N2Cc2ccco2)o1 (stereo not given) | -3.72
CC(=O)NC(N1CCCCC1)C(F)(F)C(F)(F)C(F)(F)C(F)F (stereo not given) | -1.28
CC(=O)Nc1ccc(S(=O)(=O)N2CCN(c3cccc(C)c3C)CC2)cc1 | -1.16
CC1(C)Cc2cccc(OCC(=O)O)c2O1 | -0.0165
Cc1cccc(C)c1NC(=O)CSc1nc(C)c(CC(=O)c2ccc(Br)cc2)c(C)c1C#N | 0.286

Carrying on:
SMILES | Cav3 T inh
O=C(CCSc1nnc(-c2ccncc2)o1)Nc1ccc(F)cc1 | 0.216
CCOC(=O)NC(=O)CSc1nc(C)cc(C(F)(F)F)c1C#N | -0.268
CCn1c(SCC(=O)Nc2nc(C)cs2)nnc1C(C)NC(=O)c1ccccc1 (stereo not given) | -0.214
COc1ccc(Cl)cc1S(=O)(=O)N1CCCC1 | 0.426
Cc1ccc(N2CC(C(=O)N3CCCc4ccccc43)CC2=O)cc1 (stereo not given) | -0.00574
CC(=O)CSc1nnc(NC(=O)CCc2ccccc2)s1 | 0.879
Cc1cc(N2C(=O)C(O)=C(C(=O)c3cccs3)C2c2cccc(O)c2)no1 (stereo not given) | 0.113
Cc1cc(C)nc(NC2=NCCN2C(=O)NC2CCCCC2)n1 | 0.164
COc1ccc(CN=CC2=C(O)CC(C)(C)CC2=O)cc1 | 0.217
CC(C)C(OC(=O)c1cc2sccc2n1C)C(=O)NCC1CCCO1 (stereo not given) | 0.763
Cc1cnc(NC(=O)C2=C(O)c3ccccc3S(=O)(=O)N2C)s1 | 0.693&1.08
O=C(O)CCS(=O)(=O)c1cccc2cccnc12 | 1.25
Cc1cc2ccccc2nc1SCC(=O)N1CCCC1 | -1.08
Cc1onc(-c2ccccc2)c1C(=O)NCCc1c[nH]c2ccccc12 | -1.76
CC(C)CC(=O)Nc1ccc(F)c(Cl)c1 | 0.154
CC1(C)OC(=O)CC1C(=O)NCc1ccccc1 (stereo not given) | 0.273
O=C(NCc1ccccc1)C1=C[C@@H](c2coc3ccccc3c2=O)C[C@@H](OCCCCO)O1 | 0.75
CN1CCN(C(=O)c2ccccc2NC(=O)CCN2C(=O)c3ccccc3C2=O)CC1 | 0.167
O=C(c1ccccc1)c1ccc(OC(=O)N2CCCC2)cc1 | 0.00915
COc1ccc(OC)c(CNC(=O)CCN2C(=O)COc3ccccc32)c1 | 0.515
N#CC(C#N)=CC1=C2OC(c3ccccc3)=CC(c3ccccc3)=C2CCC1 | -1.14
O=C1c2ccccc2NC2(CCCCC2)N1c1ccc(O)cc1 | -0.838
Cc1ccc(NC(=O)CN2C(=O)NC(Cc3ccccc3)C2=O)cc1 (stereo not given) | -0.309
O=C(Cn1cnc2ccccc2c1=O)NCCC(=O)N1CCN(c2ccccc2)CC1 | 0.565
Fc1ccccc1/C=N/Nc1nn[nH]n1 | 0.893
COC(=O)c1sccc1NC(=S)N1CCCCC1 | -0.0617
COc1ccc2nc(NC(=O)Cn3cnc4c(=O)n(C)c(=O)n(C)c43)sc2c1 | -0.319
c1ccc(CSc2n[nH]c(-c3ccco3)n2)cc1 | -0.102

An excerpt (hit frequency here may not be typical).
